# Cav32 inh: human Cav3.2 channel inhibition, primary screen; B-score at 10 µM; 100,000 tested, 4% active; AID 449739; Cav3.2-expressing cells, Fluo-4 calcium fluorescence FDSS; hits give low values;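 active = single-dose well whose peak fluorescence ratio is a statistical outlier from its plate by either plate-standardised score or position-corrected B-score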
# Target sequence (O95180 whole entry, looked up): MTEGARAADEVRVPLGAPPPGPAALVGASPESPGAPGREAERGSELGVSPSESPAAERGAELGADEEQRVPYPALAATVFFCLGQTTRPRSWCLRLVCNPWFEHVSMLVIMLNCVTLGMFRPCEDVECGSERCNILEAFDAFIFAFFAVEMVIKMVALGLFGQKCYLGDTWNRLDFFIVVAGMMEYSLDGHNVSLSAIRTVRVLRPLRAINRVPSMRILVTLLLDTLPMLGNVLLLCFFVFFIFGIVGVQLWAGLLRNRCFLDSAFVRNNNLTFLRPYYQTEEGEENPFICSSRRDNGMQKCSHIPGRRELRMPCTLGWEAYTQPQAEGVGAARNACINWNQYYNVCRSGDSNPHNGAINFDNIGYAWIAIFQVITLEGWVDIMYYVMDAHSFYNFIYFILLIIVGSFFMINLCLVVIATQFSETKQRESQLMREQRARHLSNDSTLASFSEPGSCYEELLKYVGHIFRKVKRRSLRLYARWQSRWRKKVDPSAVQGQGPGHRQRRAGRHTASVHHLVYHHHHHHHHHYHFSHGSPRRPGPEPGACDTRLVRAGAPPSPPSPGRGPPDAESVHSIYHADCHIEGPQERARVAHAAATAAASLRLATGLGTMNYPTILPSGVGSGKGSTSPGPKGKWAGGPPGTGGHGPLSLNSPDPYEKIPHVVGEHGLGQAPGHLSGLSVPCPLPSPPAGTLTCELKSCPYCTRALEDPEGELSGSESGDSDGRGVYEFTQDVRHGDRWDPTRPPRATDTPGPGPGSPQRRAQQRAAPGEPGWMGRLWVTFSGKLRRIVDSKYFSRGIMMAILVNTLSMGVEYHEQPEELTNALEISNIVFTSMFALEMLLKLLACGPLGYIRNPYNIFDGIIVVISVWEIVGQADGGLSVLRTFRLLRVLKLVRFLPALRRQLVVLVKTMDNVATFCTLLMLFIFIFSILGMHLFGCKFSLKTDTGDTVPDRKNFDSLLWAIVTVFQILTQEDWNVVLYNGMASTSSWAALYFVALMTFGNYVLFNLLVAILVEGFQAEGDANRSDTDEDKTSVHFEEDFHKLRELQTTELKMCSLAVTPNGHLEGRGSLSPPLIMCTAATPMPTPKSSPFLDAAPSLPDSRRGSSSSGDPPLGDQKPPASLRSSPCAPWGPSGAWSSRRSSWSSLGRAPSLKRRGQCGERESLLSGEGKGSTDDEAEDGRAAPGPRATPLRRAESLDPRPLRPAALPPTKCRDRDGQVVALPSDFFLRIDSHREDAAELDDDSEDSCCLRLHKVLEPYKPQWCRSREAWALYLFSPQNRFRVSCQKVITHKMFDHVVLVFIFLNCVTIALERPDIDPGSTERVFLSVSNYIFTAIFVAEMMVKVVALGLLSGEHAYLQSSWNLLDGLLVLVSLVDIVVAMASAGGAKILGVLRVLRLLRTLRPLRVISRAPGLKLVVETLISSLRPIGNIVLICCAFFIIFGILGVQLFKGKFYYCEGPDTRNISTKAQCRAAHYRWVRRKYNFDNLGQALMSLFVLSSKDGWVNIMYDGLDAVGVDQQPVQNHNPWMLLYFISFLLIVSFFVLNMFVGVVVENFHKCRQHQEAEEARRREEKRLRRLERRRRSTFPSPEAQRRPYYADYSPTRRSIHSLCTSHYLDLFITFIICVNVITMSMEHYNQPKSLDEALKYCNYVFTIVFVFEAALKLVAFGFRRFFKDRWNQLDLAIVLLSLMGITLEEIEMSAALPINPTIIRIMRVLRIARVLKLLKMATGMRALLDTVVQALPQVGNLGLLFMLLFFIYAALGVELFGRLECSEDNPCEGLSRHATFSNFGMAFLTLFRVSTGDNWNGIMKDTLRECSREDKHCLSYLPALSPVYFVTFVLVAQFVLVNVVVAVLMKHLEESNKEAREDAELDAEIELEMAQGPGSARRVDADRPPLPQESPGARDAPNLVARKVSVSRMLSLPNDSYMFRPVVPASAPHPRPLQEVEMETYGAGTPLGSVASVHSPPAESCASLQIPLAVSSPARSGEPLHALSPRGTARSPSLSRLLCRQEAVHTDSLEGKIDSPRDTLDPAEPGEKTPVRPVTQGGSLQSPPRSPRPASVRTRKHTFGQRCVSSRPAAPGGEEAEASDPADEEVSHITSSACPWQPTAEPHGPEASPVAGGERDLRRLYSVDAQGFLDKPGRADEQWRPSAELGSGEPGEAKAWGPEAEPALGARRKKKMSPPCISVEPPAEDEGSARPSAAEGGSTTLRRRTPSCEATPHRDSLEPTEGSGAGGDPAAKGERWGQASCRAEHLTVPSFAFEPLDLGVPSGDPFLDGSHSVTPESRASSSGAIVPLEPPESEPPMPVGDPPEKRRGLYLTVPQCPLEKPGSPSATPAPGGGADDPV
# An asterisk follows results filed as active. This is a subset; the hit share may differ from the screen's.
structure | Cav32 inh
COc1ccccc1N(CC(=O)NC(C)(C)C)C(=O)Cn1nnc(-c2ccc(C)o2)n1 | 0.049
CC1CN(c2ccc(S(=O)(=O)N3CCOCC3)cn2)CC(C)O1 (stereo unspecified) | 1.3
Brc1cccc(Cn2c(-c3cncs3)nc3ccccc32)c1 | -1.1
COc1ccccc1C1(CC(=O)N2CCOCC2)CCOC(C(C)C)C1 (stereo unspecified) | 0.58
COc1c(N2CCN(C(=S)NCc3ccccc3)C(C)C2)c(F)cc2c(=O)c(C(=O)O)cn(C3CC3)c12 (stereo unspecified) | 2.8*
Cc1cc(C)n(-c2nc3c(c(=O)[nH]c(=O)n3C)n2CC(O)COc2ccccc2C)n1 (stereo unspecified) | -0.026
O=C1c2oc3ccc(F)cc3c(=O)c2C(c2ccc(F)cc2)N1CCCN1CCOCC1 (stereo unspecified) | -0.03
COc1ccc2cc3cc(C(=O)NCC4CCCO4)oc3nc2c1 (stereo unspecified) | 1.2
Cc1nn(C)c(C)c1S(=O)(=O)NCc1cccs1 | 0.69
COc1ccc(S(=O)(=O)N2CCN(Cc3cccc(Cl)c3)CC2)cc1 | -0.57
CCOC(=O)c1c(C)[nH]c(C(=O)COC(=O)CCC2CCCC2)c1C | 0.23
Cc1cccc(-n2c(=O)c(C#N)cc3c(=O)n4ccccc4nc32)c1 | 1.9
CCSc1nc2cc(OC)c(OC)cc2c(=O)n1CC | -0.43
CCOC(=O)N1CCC(NC(=O)c2ccc3c(c2)N(CC)CCS3)CC1 | 2.1
O=C(Cn1cc2c(n1)CCCCC2)NC1CCN(Cc2ccccc2)CC1 | 1.2
Cc1nn(Cc2cccc(C(=O)Nc3ccn(Cc4c(F)c(F)cc(F)c4F)n3)c2)c(C)c1[N+](=O)[O-] | -3
c1ccc(CCNc2nc(-c3cccnc3)cs2)cc1 | -0.62
O=C(C[n+]1ccc(C(=O)N/N=C/c2ccc(O)cc2)cc1)c1ccccc1 | -0.69
Cc1cc(=O)oc(C)c1C(=O)N1CCN(C)CC1 | 0.67
CC(=O)c1cc2c(cc1NS(=O)(=O)c1ccc(C)cc1)OCCO2 | -0.0092
COc1ccccc1C1C(C(N)=O)=C(C)Nc2nc(-c3ccccc3Cl)nn21 (stereo unspecified) | 0.011
Cc1onc(-c2ccccc2Cl)c1C(=O)Nc1nnc(Cc2ccc(Cl)cc2)s1 | 0.84
O=C(CSc1nc2ccsc2c(=O)n1NC(=O)c1ccccc1)Nc1nccs1 | -0.39
c1coc(CNC2CCCCC2)c1 | -0.35
COc1ccc(CCNC(=O)CCCCn2c(=O)[nH]c3ccccc3c2=O)cc1OC | 0.54
COC(=O)c1ccc(-n2c(C)nc(=O)c(-c3ccccc3)c2C)cc1 | -0.057
CCc1c(C)c2c(C)[nH]nc2oc1=O | 1.1
C=C(C)C(=O)Nc1cccc(C2=NOC3(C2)C[C@H](C(N)=O)N(C(=O)c2ccccc2C(=O)c2ccccc2)C3)c1 (stereo partly specified) | -0.082
CCC(C)C(=O)Nc1nc(C)c(-c2csc(Nc3ccccc3OC)n2)s1 (stereo unspecified) | -0.74
O=C(NCc1ccccn1)Nc1cccc(Cl)c1 | -0.28
C=CCn1c(SCC(=O)Nc2cccc3ccccc23)nnc1-c1cnccn1 | 0.26
COc1cc(OC)c2ccc(=O)oc2c1C(CCN1CCCC(C)C1)c1ccc(N(C)C)cc1 (stereo unspecified) | 0.26
CN1CCN(C(=S)NC(=O)/C=C/c2ccccc2)CC1 | 0.99
CC(C)(C)NC(=O)Cn1c(-c2nonc2N)nc2ccccc21 | 1
NC(=O)CSc1nc2ccccc2c(=O)n1Cc1ccco1 | 0.26
CC1=C(C(=O)OCC(C)C)C23C(=O)c4ccccc4C2(O1)OC(N)=C3C#N (stereo unspecified) | -2.9
O=C(O)c1ccc(-c2cccc(Cl)c2)o1 | -0.39
O=C(Nc1ccc(N2CCN(C(=O)c3ccccc3)CC2)cc1)c1ccc2c(c1)OCO2 | 1.1
CCOc1ccccc1C(=O)NC1CCN(Cc2nnnn2C2CCCC2)CC1 | 1.7
CCOC(=O)c1ccc(NC(=O)CSc2ncccn2)cc1 | -0.6
O=C(O)c1cnccn1 | 0.79
CCc1noc(C)c1C(=O)Nc1nc(-c2cc(C)ccc2C)c(C)s1 | -1.2
CSCCC(Nc1ncnc2ccc(Br)cc12)C(=O)O (stereo unspecified) | 0.089
CCCCn1nnnc1SCC(=O)Nc1sc2c(c1C#N)CCCC2 | -1.8
Brc1ccc(-c2nnc3sc(CN4CCN(c5ccccc5)CC4)cn23)cc1 | -0.63
Cc1onc(-c2ccccc2)c1C(=O)Nc1ccccc1N1CCOCC1 | -1.6
CCO[C@@H]1OC(C(=O)N2CCN(Cc3ccc4c(c3)OCO4)CC2)=C[C@H](C)[C@H]1CCCO | 0.45
CCSc1nc2sc3c(c2c(=O)n1CC)CC(C)(C)OC3 | -0.18
Cc1oc(C(=O)O)cc1COc1ccc2c3c(c(=O)oc2c1)CCC3 | 1.2
CCOc1ccc(Br)cc1S(=O)(=O)Nc1nc(CN2CCOCC2)nc2sc(C)c(C)c12 | 0.3
O=S(=O)(Nc1ccc2c(c1)OCCO2)c1ccc(F)cc1 | -1.5
CCOC(=O)c1cccc(NC(=O)c2cnccn2)c1 | -0.39
COc1ccc2c(Cl)c(C(N)=O)sc2c1 | -0.9
COCCNC(=O)C(c1ccco1)N(C(=O)Cn1nnc2ccccc21)c1cccc(C)c1C (stereo unspecified) | 1.3
O=C(COC(=O)c1ccccn1)Nc1cccc(Cl)c1 | 0.65
Cc1cc(-n2c(C)cc(C(=O)CSc3nnnn3-c3ccc(Cl)cc3)c2C)no1 | -1.1
Cc1ccc(NC(=O)C2CC(=O)n3ncnc3N2)cc1 (stereo unspecified) | 0.47
Cc1ccc2[nH]c3c(c2c1)CN(C(=O)CN1c2ccc(F)cc2CCC1C)CC3 (stereo unspecified) | -0.27
CCOC(=O)c1ccoc1CSCc1ccc(C(=O)OC)o1 | -1
O=c1[nH]c(NCc2ccccc2)nc2c1CCCC2 | 0.34

# Further structures
structure | Cav32 inh
CCN(c1cccc(C)c1)S(=O)(=O)c1ccc2c3c(cccc13)C(=O)N2 | -2.4
NS(=O)(=O)c1cc2c(cc1Cl)NC=NS2(=O)=O | 0.18
O=C(Nc1ccc2c(c1)OCO2)c1c(F)c(F)c(F)c(F)c1F | -4.4
COC(=O)C1CCN(C(=O)c2c(-c3ccccc3Cl)noc2C)CC1 | 0.32
COC(=O)c1ccccc1NC(=O)CN1CCOCC1 | 0.55
Cc1ccccc1N1C(=O)CC(Sc2nnc(-c3ccccc3)o2)C1=O (stereo unspecified) | 0.38
CCSc1nnc(NC(=O)CSc2nc3c(c(=O)n2-c2ccccc2OC)SCC3)s1 | 0.27
OC(COc1ccc2ccccc2c1)CN1CCN(c2ccc(F)cc2)CC1 (stereo unspecified) | -0.57
O=C(O)CSCC(=O)c1ccccc1 | 0.46
Cc1ccc(C(=O)C2=C(O)C(=O)N(CCCn3ccnc3)C2c2ccc(OC(C)C)cc2)o1 (stereo unspecified) | 0.025
CCCc1cc(=O)[nH]c(SCc2ccccc2Cl)n1 | -3.2
COc1ccc(N2C(=O)C(Cl)=C(Nc3c(C)n(C)n(-c4ccccc4)c3=O)C2=O)cc1 | 1.2
[O-][n+]1ccc(C2CC2)cc1 | 0.48
O=c1oc2cc(O)ccc2c2ccccc12 | 0.53
Cc1n[nH]c(C)c1N=Nc1cc(Cl)ccc1Cl | -0.21
Cc1c(CC(=O)O)c(=O)oc2cc(OCc3nn[nH]n3)ccc12 | -0.87
CCn1c(=O)cc(OCC(=O)NCCCN2CCC(C)CC2)c2ccccc21 | -0.052
C=CCC1c2cccc(C(=O)O)c2C(=O)N1c1ccc(F)cc1 (stereo unspecified) | 0.43
COc1ccc(C(=O)CCC(=O)O)cc1 | 1
CCOc1ccc2oc(-c3ccccc3)c(C(=O)N3CCN(C)CC3)c2c1 | 0.047

# Some of these compounds in order of the Cav32 inh value, smallest number first:
structure	Cav32 inh
CCN(c1cccc(C)c1)S(=O)(=O)c1ccc2c3c(cccc13)C(=O)N2	-2.4
Cc1n[nH]c(C)c1N=Nc1cc(Cl)ccc1Cl	-0.21
NS(=O)(=O)c1cc2c(cc1Cl)NC=NS2(=O)=O	0.18

# As a short view, some entries already given:
structure | Cav32 inh
Cc1ccc(NC(=O)C2CC(=O)n3ncnc3N2)cc1 (stereo unspecified) | 0.47
Cc1ccc2[nH]c3c(c2c1)CN(C(=O)CN1c2ccc(F)cc2CCC1C)CC3 (stereo unspecified) | -0.27
CCOC(=O)c1ccoc1CSCc1ccc(C(=O)OC)o1 | -1
O=c1[nH]c(NCc2ccccc2)nc2c1CCCC2 | 0.34
CCN(c1cccc(C)c1)S(=O)(=O)c1ccc2c3c(cccc13)C(=O)N2 | -2.4
NS(=O)(=O)c1cc2c(cc1Cl)NC=NS2(=O)=O | 0.18
O=C(Nc1ccc2c(c1)OCO2)c1c(F)c(F)c(F)c(F)c1F | -4.4
COC(=O)C1CCN(C(=O)c2c(-c3ccccc3Cl)noc2C)CC1 | 0.32
COC(=O)c1ccccc1NC(=O)CN1CCOCC1 | 0.55
Cc1ccccc1N1C(=O)CC(Sc2nnc(-c3ccccc3)o2)C1=O (stereo unspecified) | 0.38
CCSc1nnc(NC(=O)CSc2nc3c(c(=O)n2-c2ccccc2OC)SCC3)s1 | 0.27
OC(COc1ccc2ccccc2c1)CN1CCN(c2ccc(F)cc2)CC1 (stereo unspecified) | -0.57
O=C(O)CSCC(=O)c1ccccc1 | 0.46
Cc1ccc(C(=O)C2=C(O)C(=O)N(CCCn3ccnc3)C2c2ccc(OC(C)C)cc2)o1 (stereo unspecified) | 0.025
CCCc1cc(=O)[nH]c(SCc2ccccc2Cl)n1 | -3.2
COc1ccc(N2C(=O)C(Cl)=C(Nc3c(C)n(C)n(-c4ccccc4)c3=O)C2=O)cc1 | 1.2
[O-][n+]1ccc(C2CC2)cc1 | 0.48
O=c1oc2cc(O)ccc2c2ccccc12 | 0.53
Cc1n[nH]c(C)c1N=Nc1cc(Cl)ccc1Cl | -0.21
Cc1c(CC(=O)O)c(=O)oc2cc(OCc3nn[nH]n3)ccc12 | -0.87
CCn1c(=O)cc(OCC(=O)NCCCN2CCC(C)CC2)c2ccccc21 | -0.052
C=CCC1c2cccc(C(=O)O)c2C(=O)N1c1ccc(F)cc1 (stereo unspecified) | 0.43
COc1ccc(C(=O)CCC(=O)O)cc1 | 1

# Next structures.
structure | Cav32 inh
CCCCN(CC)CCNc1c(NC2CCN(C(=O)OCC)CC2)c(=O)c1=O | -0.68
Cc1ccccc1OCC(O)Cn1c(NCc2ccco2)nc2c1c(=O)n(C)c(=O)n2C (stereo unspecified) | 0.041
CCOc1ccc(C2C(C#N)=C(C)NC3=C2C(=O)c2ccccc23)cc1 (stereo unspecified) | -3.2
Cc1onc(-c2ccccc2)c1C(=O)NCCc1ccc(S(N)(=O)=O)cc1 | -0.19
CCSc1ccccc1C(=O)Nc1nncs1 | 0.073
C=CCNC(=O)CSc1nc2cc(C(=O)OCC)ccc2n1CC | 0.0073
C=CCn1c(-c2cccn(Cc3ccc(Cl)cc3Cl)c2=O)n[nH]c1=S | -1.6
O=C1c2cnccc2CN1Cc1ccccc1 | -0.088
COc1cccc(OCC(O)CN2CCOCC2)c1 (stereo unspecified) | 0.34
Cc1ccc(NC(=O)CSc2nnc(Cn3cnc4ccccc43)o2)c(C)c1 | -0.055
CCOC(=O)CN(C)C(=O)C1CCCN1C(=O)OC(C)(C)C (stereo unspecified) | -1.2
O=C(C1Cc2ccccc2O1)N1CCCCC1 (stereo unspecified) | 0.26
CCN(CC)C(=O)CN1C(=O)C2(NC(=O)c3ccccc3N2)c2ccccc21 (stereo unspecified) | 0.11
CC(NC(=O)c1ccco1)C(c1cccs1)N1CCOCC1 (stereo unspecified) | -0.52
Cc1cc(SCC(=O)Nc2ccccc2C)nc(C)n1 | 0.38
CCCNC(=O)N1CCC(C(=O)c2ccc(F)cc2)CC1 | 0.23
COC(=O)c1c(C)c(C)nc(N)c1C#N | -0.02
COc1cc(OC)cc(C(=O)Nc2ccc(-c3nc4ccccc4o3)cc2)c1 | -1.8
Cc1ccc(-n2c3c(c(=O)[nH]c2=O)C(NS(=O)(=O)c2ccc(C)cc2)(C(F)(F)F)C(=O)N3)cc1 (stereo unspecified) | 0.62
CCOC(=O)Nc1ccc2c(c1)OCO2 | 1.3
Cc1nnc(NC(=O)CSc2nc(C3CCCCC3)nc3ccccc23)s1 | -0.12
CCCCC(=O)N1C/C=C\[C@H](c2ccc(OC)cc2)N(Cc2ccc(F)cc2)C(=O)[C@@H]1C | -1.7
O=C(c1cn(-c2ccccc2)nc1-c1cccs1)N1CCOCC1 | -0.073
O=C(O)CCCCCN1C(=O)c2ccc(C(=O)O)cc2C1=O | 0.43
Cc1cc(NC(=O)c2ccc(C)s2)n(-c2ccccc2)n1 | 0.14
Cc1cccc(N2CCN(C(=O)CN3CCOc4ccccc43)CC2C)c1 (stereo unspecified) | 0.075
CCN(c1ccccc1)S(=O)(=O)c1ccc(C(=O)Nc2nccs2)cc1 | 0.38

# Assay outcomes deposited in PubChem BioAssay by Vanderbilt High Throughput Screening Facility.
